# Arrestin-AP2 inh = blocks beta-arrestin peptide binding to AP2 adaptin | 340,000 compounds, 0.31% hits | FITC-arrestin peptide / GST-AP2 beads, flow cytometry; AP2 beta2 appendage carries R879A mutation | inhibition, % at 10 µM | AID 504490;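 active = inhibition above a set limit, near 3 SD of compounds lacking own fluorescence, cut at about 54% in these data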;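 note: plate controls were DMSO wells for no effect and 5 µM unlabelled arrestin peptide for full effect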
#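 Test system: GST-tagged AP2 beta2-adaptin appendage (R879A) on 4 µm glutathione beads; also added: fluorescein-tagged arrestin peptide at 50 nM final; timing: 12 min plus 1 h, RT; signal: flow cytometry, FL1 (488/535 nm); read-out: percent drop in bead-associated FITC signal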
# MOR-DOR ag = agonists of human mu-delta opioid receptor heterodimerization; P35372+P41143; cells, OPRM1-OPRD1 heterodimerization, luminescence; activation, % at 9.3 µM; 340,000 compounds, 0.3% hits; AID 504326; in the data active = activation above about 18%;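 note: 0% = vehicle-treated cells and 100% = reference agonist; values of inactives mirror those of a sister screen read the other way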
# Target sequence (P35372 whole entry, looked up): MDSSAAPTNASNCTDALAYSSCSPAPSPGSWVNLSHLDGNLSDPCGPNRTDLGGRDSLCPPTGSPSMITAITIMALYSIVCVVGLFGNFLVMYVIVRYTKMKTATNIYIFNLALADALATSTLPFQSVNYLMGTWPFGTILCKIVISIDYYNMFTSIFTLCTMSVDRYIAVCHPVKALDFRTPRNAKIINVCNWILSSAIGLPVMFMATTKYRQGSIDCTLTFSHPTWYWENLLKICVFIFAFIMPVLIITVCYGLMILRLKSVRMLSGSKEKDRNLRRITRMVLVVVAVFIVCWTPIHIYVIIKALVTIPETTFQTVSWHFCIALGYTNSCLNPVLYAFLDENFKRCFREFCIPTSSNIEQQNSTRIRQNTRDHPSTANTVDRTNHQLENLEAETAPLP
# Target sequence (P41143 whole entry, looked up): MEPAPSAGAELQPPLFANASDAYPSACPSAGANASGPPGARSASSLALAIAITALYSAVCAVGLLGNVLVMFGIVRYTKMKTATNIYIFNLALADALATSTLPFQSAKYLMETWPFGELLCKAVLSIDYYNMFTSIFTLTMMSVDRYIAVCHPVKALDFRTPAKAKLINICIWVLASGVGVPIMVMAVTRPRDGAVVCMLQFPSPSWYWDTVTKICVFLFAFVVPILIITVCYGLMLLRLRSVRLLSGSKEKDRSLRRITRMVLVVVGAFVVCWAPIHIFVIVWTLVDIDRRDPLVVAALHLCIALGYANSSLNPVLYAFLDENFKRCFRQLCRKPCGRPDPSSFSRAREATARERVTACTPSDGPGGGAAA
# Pemphigus Ab inh = inhibitors of pemphigus antibody binding to human desmoglein-3. DSG3-coupled beads, scFv-anti-DSG3-GFP binding, flow cytometry; active compounds read low. binding (percent of control), % at 10 µM. 310,000 compounds, 0.48% hits. AID 588358;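 active = binding more than 3 SD below its plate's average and above zero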;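 note: hits lower antibody fragment binding to DSG3; some compounds called inactive have numbers as strong as hits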
# Ecoli viability = counter-screen for AddAB inhibitors: E. coli growth inhibition. E. coli V3065 growth, OD600 absorbance, 18 h. 330,000 compounds, 0.27% hits. inhibition, % at 11.9 µM;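 active = inhibition above the campaign's mean inhibition across all tested compounds plus 3 SD, cut at about 9.9% in these data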;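 note: uninfected addAB+ strain grown without phage in ampicillin broth; 0% = DMSO wells and 100% = ciprofloxacin 0.95 µg/ml wells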
# AddAB inh = less growth of phage-infected E. coli with AddAB | E. coli expressing H. pylori AddAB, absorbance growth | inhibition, % at 11.9 µM | 330,000 compounds, 0.29% hits; in the data active = inhibition above about 12%;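 note: 0% = vehicle wells of infected cells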
# SUMO Mot1 rescue = blocks SUMOylation pathway, rescuing yeast Mot1-301 growth; AID 2716; 320,000 compounds, 1% hits; growth rescue, % at 18.8 µM; S. cerevisiae Mot1-301 growth rescue, ATP luminescence, 38.5C; percent above DMSO median, 100 means doubled;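 active = every valid replicate shows activation above 250% relative to neutral control wells; inactive = the rest, any valid replicate at or below 250%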;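 note: OY570 slx delta 5 strain wells were the positive control but not used for scaling; some compounds called inactive have numbers as strong as hits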
# OPRM1-OPRD1 inv = mu-delta opioid heterodimer inverse agonism | cell-based MOR-DOR heterodimer luminescence | P35372+P41143 | AID 504357 | 340,000 compounds, 0.21% hits | inhibition, % at 9.3 µM; in the data active = inhibition above about 22%, passing the limit was not always enough;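 note: 0% = cells with DMSO and 100% = wells without cells with DMSO; values of inactives mirror those of a sister screen read the other way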
# Tat transport = blocks Tat-dependent protein export in E. coli | E. coli MC4100 TorA-mCherry Tat export, fluorescence | inhibition, % at 10 µM | 340,000 compounds, 0.036% hits;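 active = mean replicate inhibition at least 50% and at least half of replicates individually reaching 50%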;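 note: exported cargo escapes ClpAP degradation while cytoplasmic cargo is degraded and loses fluorescence; 0% = median of neutral control wells and 100% = median of NaSCN control wells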
# phage Ecoli inh = E. coli growth loss with phage present. growth absorbance. 360,000 compounds, 0.26% hits. inhibition, % at 11.9 µM; in the data active = inhibition above about 11%
# PKA-R1A act = activates the PKA-R1A holoenzyme complex. AID 504707. PKA-R1A dissociation, Cy5-IP20 fluorescence polarization; scaled: DMSO 0%, 113 µM cGMP 100%. activation, % at 11.4 µM. P00514+P68181. 340,000 compounds, 0.083% hits;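 active = percent activation above the mean of all tested compounds plus 3 SD, cut at about 19% in these data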;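 note: higher means more PKAc released from R1A so a rise in polarization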
# PfHsp90 yeast 2 = reduces growth (ATP signal) of yeast expressing P. falciparum Hsp90; S. cerevisiae expressing PfHsp90, BacTiter-Glo ATP, 48 h; yeast lacking PDR1 and PDR3 efflux regulators; inhibition, % at 9.4 µM; 310,000 compounds, 0.32% hits; AID 504621;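 active = every replicate shows inhibition above about 80%, whatever the replicate mean, limit read from the data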;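 note: 0% = DMSO neutral controls and 100% = 20 µM radicicol positive controls; yeast relying on Plasmodium falciparum Hsp90 in place of its own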
# * marks the source's active call; other numbers are inactive results; nt = not tested or not shown; + = active, no number.
SMILES,Arrestin-AP2 inh,MOR-DOR ag,Pemphigus Ab inh,Ecoli viability,AddAB inh,SUMO Mot1 rescue,OPRM1-OPRD1 inv,Tat transport,phage Ecoli inh,PKA-R1A act,PfHsp90 yeast 2
Cc1ccc(NC(=O)Cc2ncon2)cc1Cl,6,-1.0,116,-1.8,-0.3,6,5,-3,1.9,-8,10
Cc1ccc(NC(=O)CN2CCC(NC(=O)c3ccccc3F)CC2)cc1C,3,-2.4,111,1.8,2.0,-9,12,-16,2.5,-10,5
Cc1cc(C)c(NC(=S)NC(=O)c2c(Cl)c(C)nn2C)c([N+](=O)[O-])c1,16,3.7,106,-2.4,0.8,-15,-20,3,2.0,4,1
COc1cc(OC)cc(C(=O)NCC(=O)OC(C)C(=O)NC(C)C2CC3CCC2C3)c1 (stereo unspecified),22,0.1,106,-3.0,-3.1,-4,0,6,0.8,0,-8
COc1ccc(CC(=O)Nc2sc3c(c2C#N)CC(C)(C)NC3(C)C)cc1OC,30,-1.6,103,2.4,6.3,-1,7,0,3.2,4,7
CCCCn1c(CCCNC(=O)CC)nc2ccccc21,6,-0.8,110,1.2,-2.7,0,5,-13,3.3,-5,-5
O=C(COC(=O)c1ccco1)NCc1ccc(Cl)cc1Cl,31,-3.9,nt,1.0,1.3,18,16,1,1.4,0,-21
COC(=O)c1ccc(CN2CCCC(CNC(=O)Cc3ccc(OC)cc3)C2)cc1 (stereo unspecified),-18,-2.4,119,-3.8,1.5,10,12,-1,0.1,2,3
CC(=O)CCc1c(C)nc2ccc(C)cc2c1Cl,-2,-0.8,96,0.1,1.3,-10,4,0,3.8,-1,11
Cc1cc(C(=O)N/N=C/c2c[nH]c3ccccc23)c(C)o1,2,-1.8,99,0.3,2.1,374,12,1,5.8,-5,5
COc1cccc(C(=O)Nc2sc(C(C)C)cc2C(N)=O)c1OC,9,1.7,103,-1.4,0.6,-12,-9,2,1.5,-4,-18
CC(C)Cn1c(N)c(C(=O)CSc2ncccn2)c(=O)n(C)c1=O,13,-2.7,101,0.4,0.2,-1,14,-4,6.1,9,nt
CCSc1nnc(-c2ccncc2)n1Cc1ccccc1,40,-1.5,nt,2.9,3.0,-11,8,-2,1.6,-3,2
N=C1C(c2ccccc2)=C(O)CN1c1cccc2ccccc12,20,-2.1,93,-0.4,-1.4,7,11,-10,2.2,-7,10
Cc1ccc(CNC(=O)c2sc3nc4c(c(C(F)(F)F)c3c2N)CCC4)cc1,0,0.0,106,-2.2,-1.1,9,0,0,1.9,-1,-2
C/C(=N/O)c1ccc(Oc2cnccn2)cc1,-14,-3.6,89,-0.4,1.6,544,18,-9,2.5,-3,-13
COc1ccc(Cn2c(=O)c3c(nc(NCCO)n3C)n(C)c2=O)cc1,6,-4.1,113,0.8,-2.9,-14,23,13,2.8,3,-18
NS(=O)(=O)c1ccc(Cl)c(C(=O)Nc2ccccc2[N+](=O)[O-])c1,53,1.6,99,0.6,0.5,4,-9,1,5.7,-1,-3
COc1ccc(S(=O)(=O)N2CCOCC2)cc1C(=O)Nc1ccc2c(c1)OCO2,15,-1.7,99,0.1,3.1,-17,12,4,1.4,-1,-11
O=C1CN(c2nc3nonc3nc2N2CCCCC2)CCN1,-14,-0.3,102,0.3,-2.1,2,1,-5,-0.3,-6,1
S=c1[nH]nc(COc2ccc3ccccc3c2)o1,-1,-0.3,96,-0.3,-0.5,6,2,-2,1.9,-2,-10
C/C(=N\NC(=O)c1ccccc1[N+](=O)[O-])c1ccc(Br)s1,2,-2.7,106,-1.1,1.4,10,13,4,2.9,-6,-4
Nn1c(SC/C=C/c2ccccc2)nnc1-c1ccccn1,2,-1.2,nt,-1.9,-1.3,18,6,-5,1.1,-13,-9
O=C(Cc1ccccc1Cl)NC1(O)C(=O)c2ccccc2C1=O,1,nt,95,1.3,2.8,-1,nt,-5,-2.1,nt,-10
COc1cccc(C=O)c1OC(=O)N1CCOCC1,1,-3.7,135,-2.2,2.3,-15,17,-3,1.2,-6,-11

# Reprinted at random: 3 compounds from above.
SMILES,Arrestin-AP2 inh,MOR-DOR ag,Pemphigus Ab inh,Ecoli viability,AddAB inh,SUMO Mot1 rescue,OPRM1-OPRD1 inv,Tat transport,phage Ecoli inh,PKA-R1A act,PfHsp90 yeast 2
O=C1CN(c2nc3nonc3nc2N2CCCCC2)CCN1,-14,-0.3,102,0.3,-2.1,2,1,-5,-0.3,-6,1
Cc1ccc(NC(=O)CN2CCC(NC(=O)c3ccccc3F)CC2)cc1C,3,-2.4,111,1.8,2.0,-9,12,-16,2.5,-10,5
C/C(=N/O)c1ccc(Oc2cnccn2)cc1,-14,-3.6,89,-0.4,1.6,544,18,-9,2.5,-3,-13

# More results follow:
SMILES,Arrestin-AP2 inh,MOR-DOR ag,Pemphigus Ab inh,Ecoli viability,AddAB inh,SUMO Mot1 rescue,OPRM1-OPRD1 inv,Tat transport,phage Ecoli inh,PKA-R1A act,PfHsp90 yeast 2
CCCn1c(/N=C/c2ccc3c(c2)OCO3)nc2ccccc21,11,-2.3,105,2.7,3.7,35,13,3,3.8,9,-3
O=c1c2ccccc2nc(CSc2nnnn2-c2ccccc2)n1-c1ccccc1,-5,-2.5,nt,-1.2,-2.2,+,12,4,-0.8,-8,-10
CCOC(=O)CNC(=O)c1sc(NC(=O)c2cccc(F)c2)nc1C,11,-1.3,nt,3.6,-0.2,-6,8,-10,1.0,7,-17
CCOc1ccc(C(=O)NCC(=O)NCC(c2cccs2)N2CCOCC2)cc1 (stereo unspecified),2,-1.4,100,3.0,1.7,-11,9,8,1.9,-3,-1
O=C1OC(Nc2ccc(Br)cc2F)c2ccccc21 (stereo unspecified),21,-3.6,nt,0.7,2.4,-2,18,-1,-0.2,-14,nt
CC(=O)Nc1ccc(S(=O)(=O)N2CCCC2C(=O)Nc2ccc3c(c2)OCCO3)cc1 (stereo unspecified),-11,-1.5,101,0.5,-0.7,14,8,3,4.8,-1,-1
N#C/C(=C\c1ccc(Oc2ccc(C(F)(F)F)cc2[N+](=O)[O-])cc1)c1nc2ccccc2[nH]1,3,1.7,86,1.9,4.0,9,-9,-2,1.7,1,-13
C/C=C(\C)CN1CCN(c2cc(C)ccc2C)CC1,nt,11,98,0.7,0.2,-2,-57,-5,1.2,7,nt
NC(=O)C1CCN(C(=O)c2cnn(-c3ccccc3)c2NC(=O)c2cccc(F)c2)CC1,4,-1.3,nt,1.3,3.2,13,10,3,3.0,8,-35
CCOC(=O)N1CCN(C(=O)/C(=C/c2ccc(OC)cc2)NC(=O)c2ccccc2)CC1,2,-1.0,96,-0.7,4.3,20,6,-4,-0.3,1,28
Cc1ccc(C(=O)N/C(=C\c2ccco2)C(=O)NCCN2CCOCC2)cc1C,56*,-2.0,110,-1.2,1.8,2,11,-1,2.8,4,29
CCOC(=O)c1c(C)c(-c2ccccc2)n(CC(=O)NCCC(C)C)c1C,14,-3.0,102,-1.5,-0.3,-18,16,-8,2.4,-19,-21
CCCC(=O)Nc1ccc(NC(=O)Cc2ccccc2)cn1,-3,-0.2,100,-2.6,-3.4,12,1,-4,3.5,0,-12
CC(C)Cn1c(N)c(C(=O)COC(=O)c2ccc(Cl)cc2)c(=O)n(C)c1=O,-11,3.5,125,2.0,-0.1,129,-18,5,-2.6,-4,nt
CN(NC1OC(=O)c2ccccc21)c1ccc(Cl)cc1[N+](=O)[O-] (stereo unspecified),6,-2.5,nt,-0.2,1.2,-8,12,0,-1.4,-7,-11
Fc1cccc(NCc2ccoc2)c1,-4,0.6,100,-1.5,0.2,3,-3,1,-0.2,0,8
Cc1[nH]c(=S)[nH]c(=O)c1Cc1c(O)ccc2ccccc12,11,4.7,87,nt,nt,nt,-24,-5,4.6,0,-12
O=C(NCc1ccco1)Nc1ccc2nsnc2c1,6,-1.1,99,-0.2,0.4,-19,6,2,0.5,10,5
O=C(c1ccc(Cn2cc(Cl)cn2)cc1)N1CCN(c2ccccc2)CC1,8,-2.1,100,-1.6,1.5,nt,11,-1,3.1,-1,29
COC(CNC(=O)c1c[nH]c2ccc(S(=O)(=O)N3CCOCC3)cc2c1=O)OC,25,-0.7,98,-1.1,3.5,-15,3,5,2.3,-6,1
Cn1c(CN2CCCCC2)nc2cc(NC(=O)c3ccccc3)ccc21,-12,1.4,102,-0.7,1.0,-6,-7,-3,3.9,-8,17
CCOc1ccc(NC(=O)CCCOc2cc(=O)n(C)c3ccccc23)cc1,-10,-3.6,nt,0.9,-0.6,149,22,-3,3.1,0,-3
CN(C1=NC(=O)C(CC(=O)O)S1)c1ccc(O)cc1 (stereo unspecified),44,-3.2,23*,1.0,-0.3,309,17,5,3.7,-2,-3
CC(C)NC(=O)c1ccccc1NC(=O)C1COc2ccccc2O1 (stereo unspecified),-1,1.0,nt,-0.8,2.1,-3,-6,2,0.2,-2,-2
CC(=O)Nc1ccc(C(C#N)c2ccccc2)cc1 (stereo unspecified),-3,-2.4,106,1.1,2.9,-24,12,1,5.0,-2,-6
CCCS(=O)(=O)N1CCC(C(=O)N2CCCC2)CC1,27,-0.7,105,2.2,1.5,-9,4,-1,5.1,1,16
CCCCOC(=O)c1ccc(NC(c2ccc(C)cc2)P(=O)(OC)OC)cc1 (stereo unspecified),24,0.3,99,-1.4,3.4,-1,-2,13,0.6,-10,11
CSCCC(NC(=O)c1ccco1)C(=O)N1CCN(Cc2ccccc2)CC1 (stereo unspecified),6,0.5,105,1.8,0.2,426*,-3,-9,1.6,2,-73
COc1ccc(N2C(=O)c3ccc(C(=O)Nc4cc(OC)ccc4OC)cc3C2=O)cc1,2,0.5,93,4.0,1.9,19,-3,-7,2.1,-3,-19
Nc1ccc(-c2cc(N)n(-c3ccccc3)n2)cc1,-2,-1.3,113,-1.1,-1.0,-8,7,-7,0.0,13,17

# Entries of single compounds, looked up by structure. Order of values: Arrestin-AP2 inh	MOR-DOR ag	Pemphigus Ab inh	Ecoli viability	AddAB inh	SUMO Mot1 rescue	OPRM1-OPRD1 inv	Tat transport	phage Ecoli inh	PKA-R1A act	PfHsp90 yeast 2
# Profile of O=c1c2ccccc2nc(CSc2nnnn2-c2ccccc2)n1-c1ccccc1 = -5	-2.5	nt	-1.2	-2.2	+	12	4	-0.8	-8	-10
# Profile of CC(C)Cn1c(N)c(C(=O)COC(=O)c2ccc(Cl)cc2)c(=O)n(C)c1=O = -11	3.5	125	2.0	-0.1	129	-18	5	-2.6	-4	nt
# Profile of Nc1ccc(-c2cc(N)n(-c3ccccc3)n2)cc1 = -2	-1.3	113	-1.1	-1.0	-8	7	-7	0.0	13	17
# Profile of COc1ccc(N2C(=O)c3ccc(C(=O)Nc4cc(OC)ccc4OC)cc3C2=O)cc1 = 2	0.5	93	4.0	1.9	19	-3	-7	2.1	-3	-19
